INS-1E GSIS act = GLuc luminescence reporter in INS-1E cells, primary screen for activators of glucose-dependent secretion of insulin | INS-1E GLuc reporter insulin secretion, 2-3 h | activation, % at 16.6 µM | 370,000 compounds, 0.61% hits | AID 743287, 2014;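 active = lowest replicate activation of at least 40%, so every replicate reaches that level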;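 note: 0% = median of neutral control wells and 100% = median of IBMX positive control wells; some compounds called inactive have numbers as strong as hits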
DENV2 CPE rescue = inhibitors of DENV2 cytopathic effect, primary screen, cell-based, plate reader, single concentration; CPE inhibition, % at 9.99 µM; DENV2-infected cells, cytopathic effect rescue; 350,000 compounds, 1.7% hits; in the data active = CPE inhibition above about 20%, passing the limit was not always enough; inconclusive = no clear call, values can overlap the other calls; tested in BHK-21 cells;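 note: 0% = median of neutral control wells and 100% = median of positive control wells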
ERp5 block = inhibitors of ERp5-driven insulin aggregation, primary screen, biochemical, turbidity, absorbance 650 nm, single point; Protein disulfide-isomerase A6 (Homo sapiens), Q15084; 90 min; inhibition, % at 9.99 µM; 350,000 compounds, 0.05% hits;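 active = mean replicate inhibition above about 25%, with every replicate also reaching it, limit read from the data, passing the limit was not always enough; inconclusive = only one of those two criteria met; inactive = neither criterion met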
Target sequence (Q15084 whole entry, looked up): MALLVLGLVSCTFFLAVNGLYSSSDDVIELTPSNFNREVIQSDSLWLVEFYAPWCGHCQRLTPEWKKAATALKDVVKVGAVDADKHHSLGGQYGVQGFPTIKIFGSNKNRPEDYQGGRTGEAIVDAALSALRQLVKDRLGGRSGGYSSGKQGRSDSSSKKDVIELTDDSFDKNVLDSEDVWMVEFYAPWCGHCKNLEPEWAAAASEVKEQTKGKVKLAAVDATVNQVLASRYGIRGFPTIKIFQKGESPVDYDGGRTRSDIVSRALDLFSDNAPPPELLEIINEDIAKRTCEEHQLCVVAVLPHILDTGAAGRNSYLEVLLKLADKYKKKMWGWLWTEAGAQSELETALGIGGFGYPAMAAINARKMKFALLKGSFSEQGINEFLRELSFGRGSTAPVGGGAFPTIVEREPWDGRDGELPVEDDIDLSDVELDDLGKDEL
F508del corr = F508del CFTR correction, initial screen, CFBE line, single point; activity (quench increase), % at 7.58 µM; 350,000 compounds, 0.36% hits; AID 720511, 2013; CFBE cells, YFP halide quenching; stimulated with forskolin plus potentiator P3; % fluorescence drop versus neutral controls;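 active = mean added fluorescence quench of at least 8% versus neutral control, with both replicates also reaching 8%; inconclusive = only one of the mean or replicate conditions met; inactive = mean below 8% and not both replicates reaching 8%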;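 note: cells transiently co-express mutant CFTR-F508del with the halide-sensitive YFP; corrector assay measuring rescue of mutant channel to the surface after 24 h compound exposure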
Xi reactivation = activators of inactive X chromosome reactivation, primary screen, imaging, XiGFP fibroblasts, GFP high-content imaging, set 2; XiGFP mouse fibroblasts, % GFP-positive cells imaging, 3 d; cells co-treated with 5-aza-dC sensitizer; scaled so ellipticine positive control = 100%; activation, % at 7.58 µM; 360,000 compounds, 0.055% hits;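 active = mean normalized replicate activation at least 10% and every replicate at or above 10%; inconclusive = only one of the two criteria met; inactive = mean below 10% and not all replicates reach 10%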;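 note: 0% = median of on-plate neutral control wells and 100% = ellipticine 6 µM median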
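System: XiGFP fibroblasts, SV40-immortalized. Medium: DMEM plus 5-aza-dC sensitizer. Doses: single point. Timing: 3 d treatment, 15 min room-temperature fixation. Control set: ellipticine 6 µM.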
PAX8 reporter = inhibitors of PAX8-driven TPO luciferase reporter, primary screen, RMG-I cells, single concentration; inhibition, % at 12.6 µM; 360,000 compounds, 1.2% hits; SteadyGlo, 24 h;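 active = mean replicate inhibition at least 60% with every replicate also reaching 60%; inconclusive = only one of the two criteria is met; inactive = mean below 60% and not all replicates reaching 60%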;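 note: luciferase light reporting Pax8 driven TPO promoter activity; plate controls were median of neutral control wells for no effect and mitoxantrone controls for full effect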
EWS-Fli inh = EWS/Fli-driven NR0B1 reporter inhibitors, primary screen, A673 cells, NR0B1 luciferase, luminescence, MLPCN library | viability-normalised | inhibition, % at 12.6 µM | 350,000 compounds, 0.67% hits | AID 651661, 2012;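 active = mean inhibition of at least 50% after viability correction, with every replicate also passing that limit; inconclusive = mean reaches 50% but only one of two replicates passes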;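 note: firefly luciferase signal divided by Alamar Blue viability fluorescence both relative to DMSO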
ARNT TACC3 PPI = disruptors of ARNT/TACC3 protein interaction, primary screen, biochemical, AlphaScreen, single concentration; Transforming acidic coiled-coil-containing protein 3 (Homo sapiens), Q9Y6A5; AlphaScreen His-ARNT PAS-B/GST-TACC3 binding, luminescence; TACC3 fragment carries E629A point mutation; inhibition, % at 9.99 µM; 390,000 compounds, 0.66% hits;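 active = mean inhibition of replicates at least 50% and at least half of replicates each reaching 50%; inconclusive = half or more replicates reach 50% but mean below 50%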;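 note: 0% = complete ARNT plus TACC3 wells and 100% = ARNT alone without TACC3; many hits fall short of the cut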
* marks the source's active call; other numbers are inactive results; ? = inconclusive; nt = not tested or not shown; & = joins results of further samples.

1: O=C(c1cccnc1)N1C[C@H]2[C@@H](c3ccccc31)[C@@H](CO)N2C(=O)Nc1ccc(F)cc1
2: CC(=O)c1ccc(NC(=O)CN(C)CC(=O)Nc2cccc(F)c2)cc1
3: COc1ccccc1CNC(=O)c1cc2c(s1)CS(=O)(=O)C2
4: COc1cc(NC(=S)N2CCN(C(=O)C3CCCO3)CC2)c(OC)cc1Cl (stereo not drawn)
5: Cc1cc(NC(=O)NC(C(F)(F)F)C(F)(F)F)no1
6: COc1cccc(S(=O)(=O)N2C[C@H](O)COC[C@@H]3O[C@@H](CC(=O)Nc4ccccc4)CC[C@H]32)c1
7: COC(=O)C1CCN(C2CN(Cc3ccc(C)cc3)S(=O)(=O)C2)CC1 (stereo not drawn)
8: C[C@@H]1CCCCO[C@@H](CN(C)Cc2ccc(C(=O)O)cc2)[C@H](C)CN([C@@H](C)CO)C(=O)c2cc(NS(=O)(=O)c3cccs3)ccc2O1
assay / entry	1	2	3	4	5	6	7	8
INS-1E GSIS act	-0.9	-14.0	-2.0	-5.4	-11.7	-2.9	6.8	19.7
DENV2 CPE rescue	-9.7	-1.8	11.4	0.7	?	-4.6	10.8	6.6
ERp5 block	0.2	-3.8	-4.6	-1.0	5.6	0.5	2.5	-1.9
F508del corr	2.1	-2.0	-0.9	-1.1	-2.9	2.8	3.3	-2.0
Xi reactivation	0.1	0.1	nt	0.0	0.0	-0.1	-0.1	0.1
PAX8 reporter	-17.1	-15.9	nt	-74.4	12.4	1.1	-5.7	9.0
EWS-Fli inh	5.1	8.3	4.5	-3.5	1.0	8.7	-3.7	-4.8
ARNT TACC3 PPI	-1.9	-8.0	-1.4	-2.2	6.0	-0.4	nt	-6.8

9: O=C(Nc1ccc(F)cc1)N[C@H]1CC[C@H](CCNC(=O)c2cc(Cl)cc(Cl)c2)O[C@H]1CO
10: CC(C)Cc1ccc(C(C)C(=O)Nc2ccc(O)cc2)cc1 (stereo not drawn)
11: CCOc1cc(/C=N/NC(=O)Cc2ccc(C(F)(F)F)cc2[N+](=O)[O-])ccc1O
12: O=C(CSc1ccc(-c2ccccn2)nn1)Nc1cccc(F)c1
13: COCC(=O)N(C)C[C@H]1Oc2cc(C3=CCCCC3)ccc2S(=O)(=O)N([C@@H](C)CO)C[C@@H]1C
14: CCn1c(CC(=O)Nc2ccccc2F)nnc1SCC(=O)Nc1nncs1
15: Cc1onc(-c2ccccc2)c1C(=O)OCC(=O)NCc1ccc(F)cc1
16: Cc1noc(C)c1COc1ccccc1C(=O)NCCc1ccc(F)cc1
assay / entry	9	10	11	12	13	14	15	16
INS-1E GSIS act	-0.6	-12.2	16.4	11.9	-2.0	-3.3	-0.5	-1.9
DENV2 CPE rescue	6.6	0.4	18.4	-5.5	-7.9	2.7	7.9	-4.9
ERp5 block	-8.1	-0.5	3.2	-6.6	3.0	-2.0	6.8	-4.7
F508del corr	-4.2	-1.1	-0.9	0.7	0.2	-1.7	3.6	3.1
Xi reactivation	0.1	0.0	-0.1	0.0	-0.8	0.0	0.0	0.5
PAX8 reporter	86.9*	-10.4	20.5	-34.4	nt	8.0	10.6	-11.5
EWS-Fli inh	1.7	-3.0	6.7	-30.9	11.5	2.2	10.8	-7.5
ARNT TACC3 PPI	-19.2	0.3	-9.1	74.0*	-0.1	nt	nt	-1.9

17: COC1OC2COC(c3ccccc3)OC2C(NC(C)=O)C1OC(C)=O (stereo not drawn)
18: Cc1ccc(-c2cccc(CN3CCN(C(C)C)C(CCO)C3)c2)o1 (stereo not drawn)
19: O=C(Oc1ccc(Br)cc1C(=S)N1CCOCC1)c1ccccc1
20: Cc1cc(C(=O)N/N=C/C=C/c2ccccc2[N+](=O)[O-])c(C)o1
21: CNC(=O)C[C@H]1CC[C@H]2[C@H](COc3ccc(NS(=O)(=O)c4ccc(F)cc4)cc3C(=O)N2C)O1
22: O=C(O)C1=C[C@H](c2ccc3c(c2)OCO3)C[C@H](OCCCCO)O1
23: CC(=O)c1c(C)n(-c2ccc(Br)cc2)c2ccc(O)cc12
24: COc1ccc2oc(C(=O)N3CCCc4ccccc43)c(C)c2c1
assay / entry	17	18	19	20	21	22	23	24
INS-1E GSIS act	nt	-0.1	-26.0	-14.0	6.8	-14.3	1.6	22.4
DENV2 CPE rescue	-4.9	4.2	0.6	3.3	2.8	16.3&18.0&-4.6	2.1	8.5
ERp5 block	2.7	-0.7	-0.3	-2.9	nt	-2.4&-4.5&0.4	0.1	-0.9
F508del corr	0.2	11.4*	-1.9	-2.3	1.6	0.0&2.4&-1.3	0.7	0.1
Xi reactivation	0.2	0.0	0.3	0.3	0.1	0.2	0.0	0.1
PAX8 reporter	8.6	19.3	22.9	8.9	-25.3	4.1&-1.8	-33.3	-104.7
EWS-Fli inh	-6.4	3.6	1.9	-4.1	1.5	-1.0&7.2&-6.5	6.3	-94.7
ARNT TACC3 PPI	nt	1.2	12.7	0.4	10.7	16.9&-1.3	-4.7	-1.2

Part of the list above in a different format:
entry	compound	INS-1E GSIS act	DENV2 CPE rescue	ERp5 block	F508del corr	Xi reactivation	PAX8 reporter	EWS-Fli inh	ARNT TACC3 PPI
18	Cc1ccc(-c2cccc(CN3CCN(C(C)C)C(CCO)C3)c2)o1 (stereo not drawn)	-0.1	4.2	-0.7	11.4*	0.0	19.3	3.6	1.2
19	O=C(Oc1ccc(Br)cc1C(=S)N1CCOCC1)c1ccccc1	-26.0	0.6	-0.3	-1.9	0.3	22.9	1.9	12.7
20	Cc1cc(C(=O)N/N=C/C=C/c2ccccc2[N+](=O)[O-])c(C)o1	-14.0	3.3	-2.9	-2.3	0.3	8.9	-4.1	0.4

Remaining list, next part:
25: Cc1cccc(S(=O)(=O)Nc2nc3ccccc3nc2Nc2cccc(C(=O)O)c2)c1
26: CC(C)S(=O)(=O)C/C(N)=N/OS(=O)(=O)c1ccc(Cl)cc1
27: CC(C)(C)NC(=S)N1CCC(C(=O)c2ccc(F)cc2)CC1
28: COc1ccc(C2CCCN2C(=S)Nc2cccc(C)c2C)cc1OC (stereo not drawn)
29: CCN1C(=O)CC(SC2CC(=O)N(CC)C2=O)C1=O (stereo not drawn)
30: CCCC(C(=O)Nc1ccc(S(=O)(=O)N2CCCC2)cc1)c1ccccc1 (stereo not drawn)
31: C=CCNC(=O)c1ccccc1NC(=O)C1COc2ccccc2O1 (stereo not drawn)
32: CS(=O)(=O)c1cccc(C(=O)Nc2ccc(-c3nc4ccccc4[nH]3)cc2)c1
assay / entry	25	26	27	28	29	30	31	32
INS-1E GSIS act	-2.8	19.3	-0.5	17.7	6.1	-9.2	-2.4	11.9
DENV2 CPE rescue	5.4	13.5	0.2	9.1	-4.7	-4.4	-5.6	?
ERp5 block	-5.3	5.7	0.5	3.3	8.5	7.0	2.9	-2.1
F508del corr	-2.1	0.8	-2.0	-2.3	0.3	-4.2	1.4	0.5
Xi reactivation	0.2	-0.1	0.1	0.3	-0.1	0.1	0.1	0.2
PAX8 reporter	5.8	-98.8	-92.7	9.1	-1.9	17.7	-4.7	-9.4
EWS-Fli inh	1.1	6.4	18.3	-3.6	4.7	9.4	10.4	-29.8
ARNT TACC3 PPI	-20.5	-3.9	0.4	1.0	-9.6	nt	-1.4	-5.5

(listing goes on)
Results follow in this order: INS-1E GSIS act, DENV2 CPE rescue, ERp5 block, F508del corr, Xi reactivation, PAX8 reporter, EWS-Fli inh, ARNT TACC3 PPI
33	CC(C)CCC(=O)Nc1cc(S(=O)(=O)N2CCOCC2)ccc1N1CCCC1
 : -4.4, -0.4, 11.4, 0.7, -0.1, 4.5, 4.4, nt
34	CC(=O)c1cc(CN2CCN(CC=C(C)C)C(CCO)C2)cs1 (stereo not drawn)
 : 1.8, 1.2, 6.2, 1.6, -0.2, -12.7, 2.3, 2.6
35	COC(=O)C[C@@H]1CC[C@H]2[C@H](COc3ccc(NC(=O)Nc4cccc(C)c4)cc3C(=O)N2C)O1
 : -8.2, 6.4, -1.1, -2.1, 0.0, -1.0, 45.2, 8.7
36	C[C@@H]1CN([C@H](C)CO)S(=O)(=O)c2ccc(-c3cncnc3)cc2O[C@H]1CN(C)CC1CC1
 : 8.5, -12.7, 0.3, -0.9, 0.3, nt, 3.8, 8.9
37	Cn1ncc(=S)[nH]c1=S
 : -12.7, -4.9, -1.6, 2.1, 0.1, 12.8, 6.2, -2.8
38	Cc1ccc(S(=O)(=O)NCC[C@H]2CC[C@@H](NC(=O)CCN3CCCCC3)[C@@H](CO)O2)cc1
 : 1.0, -0.9, -2.6, 0.5, 0.2, 4.2, -0.6, -5.2
39	COCCn1c(SCC(=O)NCCCN2CCCC2=O)nc2ccccc2c1=O
 : -2.1, -3.1, 3.3, 1.5, -0.1, 1.2, -3.1, -2.9
40	Cc1cccc(N2CCN(C(=O)Cn3nc(C)n4cccc4c3=O)CC2C)c1 (stereo not drawn)
 : 5.9, 1.2, -3.9, -3.1, 0.0, -2.7, -3.3, 3.4
41	COc1ccc(Cl)cc1S(=O)(=O)NC(C)C(=O)NCCN1CCOCC1 (stereo not drawn)
 : 16.5, -0.2, -14.7, -7.8, -0.7, 2.4, -0.8, -11.9
42	C[C@H]1CN=C(Nc2ccccc2)N1CCc1ccccc1
 : nt, ?, -2.0, -1.2, 0.0, 1.4, 1.8, -9.0
43	CN(Cc1nc(-c2ccccc2)no1)C(=O)c1ccc2c(c1)OCO2
 : 3.3, 1.9, -3.5, -2.1, 0.1, -4.5, 2.5, -3.9
44	COC(=O)N/N=C/C1=CCC2CC1C2(C)C (stereo not drawn)
 : 14.7, -2.9, 1.2, -1.4, 0.0, 2.0, 3.5, -3.0
45	Cc1cccc(N=N/C(=C\O)C(=O)c2cccs2)c1
 : -32.4, -3.9, 9.0, 2.1, 0.0, 13.7, -1.9, 16.7
46	Cc1ccc(C(=O)Nc2ccncc2)cc1S(=O)(=O)N1CCOCC1
 : -5.0, 6.5, 5.0, 1.3, 0.1, 12.5, 0.0, 2.3
47	C=CCn1c(SCC(=O)Nc2cc(C)on2)nnc1-c1ccccc1OC
 : 3.0, -2.2, 3.0, 2.1, 0.1, 19.4, 4.0, 0.3
48	COc1cccc(CNC(=O)CCNS(=O)(=O)c2ccc(Br)s2)c1
 : -18.1, -2.1, -0.1, -2.0, 0.0, 15.8, 0.8, -14.1

Assay outcomes as filed in PubChem.
